# Screens deposited in PubChem BioAssay by Broad Institute.
# dFosB act: activators of delta FosB homodimer, primary screen, biochemical, fluorescence polarization, TAMRA-CDK5 oligo, single point. activation, % at 25 µM. purified delta FosB; percent of positive-control signal above neutral wells. actives 0.99% (n = 340,000). Protein FosB (Mus musculus), P13346;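 active means mean activation above about 17%, with every replicate also reaching it, limit read from the data, passing the limit was not always enough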;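 further: fluorescence polarization rise as delta FosB binds a TAMRA Cdk5 AP-1 oligo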
# SR-BI HDL uptake: inhibitors of SR-BI mediated HDL lipid uptake, primary screen, ldlA[mSR-BI] cells, fluorescence, single point; Scavenger receptor class B member 1 (Mus musculus), Q61009; ldlA[mSR-BI] CHO cells, DiI-HDL uptake fluorescence, 3 h; inhibition, % at 12.5 µM; actives 0.96% (n = 320,000);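 active means mean replicate inhibition of at least 70% and a set share of replicates each scoring 70 or more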;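 further: 0% = median of neutral control wells and 100% = median of positive control wells; values of inactives mirror those of a sister screen read the other way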
# NSD2 inh: NSD2 histone methyltransferase inhibitors, primary screen, biochemical, AlphaScreen, single concentration, set 2; NSD2 peptide methylation, 120 min; inhibition, % at 12.5 µM; actives 0.54% (n = 310,000); AID 743445, 2014; in the data active means inhibition above about 50%
# Target sequence (O96028 whole entry, looked up): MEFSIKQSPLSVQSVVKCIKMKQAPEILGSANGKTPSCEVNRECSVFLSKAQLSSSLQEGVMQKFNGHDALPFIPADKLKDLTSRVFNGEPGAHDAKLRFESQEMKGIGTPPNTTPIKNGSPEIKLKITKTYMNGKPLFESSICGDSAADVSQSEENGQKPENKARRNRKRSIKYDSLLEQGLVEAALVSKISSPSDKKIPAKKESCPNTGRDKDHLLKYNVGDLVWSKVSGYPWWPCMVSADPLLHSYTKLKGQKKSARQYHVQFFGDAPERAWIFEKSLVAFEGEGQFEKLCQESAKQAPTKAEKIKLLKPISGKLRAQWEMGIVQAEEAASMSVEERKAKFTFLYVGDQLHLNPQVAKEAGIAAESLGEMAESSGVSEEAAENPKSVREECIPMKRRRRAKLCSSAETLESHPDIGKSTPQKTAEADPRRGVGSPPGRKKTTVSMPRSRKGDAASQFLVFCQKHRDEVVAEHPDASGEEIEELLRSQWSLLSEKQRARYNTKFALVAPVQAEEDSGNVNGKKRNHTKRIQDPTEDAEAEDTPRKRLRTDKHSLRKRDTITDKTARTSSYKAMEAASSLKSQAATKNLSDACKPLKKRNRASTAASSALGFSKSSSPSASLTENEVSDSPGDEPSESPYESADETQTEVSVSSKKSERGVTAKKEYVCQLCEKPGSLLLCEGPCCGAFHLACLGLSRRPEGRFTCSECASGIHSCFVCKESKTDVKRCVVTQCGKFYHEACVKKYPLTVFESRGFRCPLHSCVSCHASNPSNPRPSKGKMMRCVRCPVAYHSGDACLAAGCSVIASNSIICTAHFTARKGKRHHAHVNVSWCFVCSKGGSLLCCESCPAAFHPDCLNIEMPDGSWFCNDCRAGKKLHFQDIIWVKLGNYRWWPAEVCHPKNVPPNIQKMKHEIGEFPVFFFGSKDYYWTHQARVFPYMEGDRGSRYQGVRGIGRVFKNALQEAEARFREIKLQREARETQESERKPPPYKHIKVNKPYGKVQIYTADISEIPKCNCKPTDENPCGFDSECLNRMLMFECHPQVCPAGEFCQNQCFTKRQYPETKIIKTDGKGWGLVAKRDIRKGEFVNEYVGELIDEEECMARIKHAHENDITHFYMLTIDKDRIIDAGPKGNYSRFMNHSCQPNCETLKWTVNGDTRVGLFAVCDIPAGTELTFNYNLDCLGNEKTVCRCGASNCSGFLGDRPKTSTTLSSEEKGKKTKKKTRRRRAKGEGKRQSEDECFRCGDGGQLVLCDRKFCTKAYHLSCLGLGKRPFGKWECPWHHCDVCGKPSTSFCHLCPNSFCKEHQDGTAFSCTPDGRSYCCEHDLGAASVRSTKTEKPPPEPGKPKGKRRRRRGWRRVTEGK
# CAL PDZ FP-1: untagged CAL PDZ binding inhibitors, primary screen, biochemical, fluorescence polarization, HTS; purified CAL PDZ, TMR-peptide fluorescence polarization, 1 h; AID 602252, 2012; inhibition, % at 24.9 µM; actives 0.92% (n = 300,000);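 active means mean inhibition of at least 30% with at least half of replicates also reaching 30%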;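 further: 0% = DMSO neutral control and 100% = excess unlabeled competitor peptide PRC23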
# SR-BI uptake up: activators of SR-BI mediated DiI-HDL uptake, primary screen, ldlA[mSR-BI] CHO cells, DiI fluorescence; 3 h; 100 = double the neutral-control signal; AID 504775, 2011; activation, % at 12.5 µM; actives 0.096% (n = 320,000);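 active means mean replicate activation of at least 60% and every replicate at or above 60%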;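 further: 0% = median plate neutral-control signal and 100% = twice that signal; values of inactives mirror those of a sister screen read the other way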
#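 System: CHO ldlA[mSR-BI] cells / Medium: HEPES-buffered (25 mM, pH 7.4) F12 plus 0.5% BSA / Probe or stimulus: labelled HDL, 10 µg/mL / Doses: single compound concentration, delivered by pin transfer / Schedule: 3 h, 37 °C / Measured by: DiI fluorescence, bottom read / Measure: cell-associated DiI fluorescence as measure of HDL uptake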
# MITF TRPM1 HTS: activators of MITF-driven TRPM1 promoter reporter, primary screen, cell-based, SK-MEL-5, luciferase, single point; SK-MEL-5 TRPM1-promoter luciferase, 24 h; % of positive control, neutral wells = 0; actives 0.75% (n = 300,000); activation, % at 12.5 µM;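 active means mean activation of at least 80% with every replicate also reaching 80%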;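 further: 0% = neutral control wells and 100% = parthenolide positive control wells; values of inactives mirror those of a sister screen read the other way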
# PvdQ acylase: P. aeruginosa PvdQ acylase inhibitors, primary screen, biochemical, fluorescence, plate reader and imaging, single point. PvdQ acylase [Pseudomonas aeruginosa LESB58]. purified PvdQ acylase. inhibition, % at 10 µM. actives 0.063% (n = 340,000). AID 488965, 2010; in the data active means inhibition above about 30%, passing the limit was not always enough;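 further: 0% = vehicle neutral wells and 100% = reference inhibitor wells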
# PfHsp90 yeast 2: growth inhibition of PfHsp90-expressing yeast, primary screen, antimalarial PfHsp90 inhibitor project, S. cerevisiae, BacTiter-Glo luminescence, single point, set 2; BacTiter-Glo ATP, 48 h; yeast lacking PDR1 and PDR3 efflux regulators; inhibition, % at 9.4 µM; actives 0.32% (n = 310,000); AID 504621, 2011;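 active means every replicate shows inhibition above about 80%, whatever the replicate mean, limit read from the data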;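 further: 0% = DMSO neutral controls and 100% = 20 µM radicicol positive controls; yeast relying on Plasmodium falciparum Hsp90 in place of its own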
# CAL PDZ FP-2: CAL PDZ peptide-binding inhibitors, primary screen, biochemical, fluorescence polarization, Cer-tagged CAL PDZ, HTS. actives 0.02% (n = 330,000). purified CAL PDZ, TMR-peptide fluorescence polarization, 1 h. AID 504414, 2011. Golgi-associated PDZ and coiled-coil motif-containing protein (Homo sapiens), Q9HD26. inhibition, % at 20 µM;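 active means highest replicate inhibition of at least 40%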;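 further: plate controls were DMSO neutral control wells for no effect and unlabeled competitor peptide control wells for full effect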
#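 material = purified tagged CAL PDZ domain construct (CerCALP) | compound dosing = 20 µM, one dose | times = 1 h at RT | measured by = fluorescence polarization from S- and P-plane intensities, G-factor corrected | read-out = inhibition from polarization loss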
# Rtt109 Vps75: inhibitors of C. albicans Rtt109/Vps75 HAT, primary screen, biochemical, ThioGlo CoA-SH fluorescence, plate reader. AID 540336, 2011. actives 0.16% (n = 330,000). Histone acetyltransferase RTT109 (Candida albicans (strain SC5314 / ATCC MYA-2876)), …. inhibition, % at 34.9 µM. purified Rtt109/Vps75, 4 h;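 active means inhibition of at least 50% in every replicate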
# Numbers without * were called inactive; x = not tested or not shown. Rows are unselected, and some 4.3% of all compounds hit somewhere here.
# Field names – A = dFosB act; B = SR-BI HDL uptake; C = NSD2 inh; D = CAL PDZ FP-1; E = SR-BI uptake up; F = MITF TRPM1 HTS; G = PvdQ acylase; H = PfHsp90 yeast 2; I = CAL PDZ FP-2; J = Rtt109 Vps75
O=C(N=C1SC2CS(=O)(=O)CC2N1c1ccc(F)cc1)C1CC1 (configuration not stated)
  A: -1; B: -13; C: 4; D: -5; E: 13; F: -2; G: -6; H: 17; I: -3.6; J: 3
CC(C)n1cc(CN2CCC(n3nccc3NC(=O)CCCc3ccccc3)CC2)cn1
  A: -6; B: -17; C: x; D: -3; E: 17; F: -6; G: -8; H: 13; I: -0.2; J: 3
Cc1ccc(/C=C2/SC(=S)N(CCC(=O)N3CCOCC3)C2=O)cc1
  A: 5; B: -2; C: 3; D: -2; E: 2; F: 2; G: -11; H: -25; I: -1.2; J: -8
CCOC(=O)C1=C(CSc2nccn2C)NC(=O)NC1c1ccc2c(c1)OCO2 (configuration not stated)
  A: -4; B: 10; C: 1; D: -1; E: -10; F: -2; G: -13; H: x; I: 0.4; J: -4
CC(=O)c1c(C)[nH]c(C(=O)OCc2ccc(Br)cc2)c1C
  A: -3; B: 62; C: -8; D: 1; E: -62; F: 31; G: -3; H: -24; I: x; J: 12
CC(=O)Nc1ccc(S(=O)(=O)Nn2cnnc2)cc1
  A: -6; B: -2; C: -2; D: 2; E: 2; F: -15; G: -7; H: 0; I: -0.4; J: 5
Cc1cc(-n2cccn2)ccc1CN1CCN(CC(C)C)C(CCO)C1 (configuration not stated)
  A: -7; B: -4; C: 7; D: -8; E: 4; F: -8; G: -12; H: 14; I: -0.3; J: 4
CC(O/N=C(\N)c1ccccc1)C(=O)Nc1cccc(C(F)(F)F)c1 (configuration not stated)
  A: -4; B: -25; C: -1; D: -5; E: x; F: 4; G: -18; H: -11; I: -0.7; J: -7
COc1ccc(C(C)=O)cc1CN1C(=O)C(C)N(c2ccc(C)cc2)C1=O (configuration not stated)
  A: -2; B: -7; C: 1; D: -2; E: 7; F: -11; G: -18; H: x; I: -1.6; J: 1
CC1CN(c2ccc(C(F)(F)F)cc2[N+](=O)[O-])CCN1S(C)(=O)=O (configuration not stated)
  A: -2; B: -5; C: 2; D: 0; E: 5; F: -2; G: -3; H: -94; I: -1.8; J: -8
COc1ccc(-c2csc(NC(=O)CN3C(=O)C4CC=CCC4C3=O)n2)cc1 (configuration not stated)
  A: 1; B: 49; C: -5; D: -1; E: -49; F: 9; G: -15; H: x; I: 0.0; J: 2
Cc1ccc(NC(=O)CSc2nnc(NC(=O)C3CC3)s2)cc1C
  A: 8; B: x; C: x; D: -4; E: x; F: -3; G: 2; H: -13; I: -2.3; J: -9
CCN(CC)c1ccc(C(=O)OCC(=O)NC2CCCCC2C)cc1 (configuration not stated)
  A: -3; B: -19; C: 4; D: -9; E: 19; F: x; G: -8; H: 2; I: -2.5; J: 1
CCCC1(CCC)NC(=O)N(CC(=O)N2CCc3ccccc32)C1=O
  A: 5; B: -6; C: 0; D: 0; E: 6; F: -34; G: 3; H: x; I: 0.2; J: -5
O=c1[nH]cnc2c1C(c1ccccc1)c1c(nc[nH]c1=O)O2
  A: 5; B: -11; C: 0; D: -3; E: 11; F: -2; G: -4; H: -9; I: -1.0; J: -8

# Ordered by length of the SMILES (lowest first): some entries from above.
# Field names – A = dFosB act; B = SR-BI HDL uptake; C = NSD2 inh; D = CAL PDZ FP-1; E = SR-BI uptake up; F = MITF TRPM1 HTS; G = PvdQ acylase; H = PfHsp90 yeast 2; I = CAL PDZ FP-2; J = Rtt109 Vps75
CC(=O)Nc1ccc(S(=O)(=O)Nn2cnnc2)cc1
  A: -6; B: -2; C: -2; D: 2; E: 2; F: -15; G: -7; H: 0; I: -0.4; J: 5
CC(C)n1cc(CN2CCC(n3nccc3NC(=O)CCCc3ccccc3)CC2)cn1
  A: -6; B: -17; C: x; D: -3; E: 17; F: -6; G: -8; H: 13; I: -0.2; J: 3
CC1CN(c2ccc(C(F)(F)F)cc2[N+](=O)[O-])CCN1S(C)(=O)=O (configuration not stated)
  A: -2; B: -5; C: 2; D: 0; E: 5; F: -2; G: -3; H: -94; I: -1.8; J: -8

# Further compounds:
# Field names – A = dFosB act; B = SR-BI HDL uptake; C = NSD2 inh; D = CAL PDZ FP-1; E = SR-BI uptake up; F = MITF TRPM1 HTS; G = PvdQ acylase; H = PfHsp90 yeast 2; I = CAL PDZ FP-2; J = Rtt109 Vps75
O=C(CSc1ccc(C(F)(F)F)cc1[N+](=O)[O-])NCCOc1ccccc1
  A: -7; B: -11; C: -1; D: -3; E: 11; F: 17; G: -5; H: 35; I: -2.5; J: -3
Cc1cc2c(cc(C(=O)NCc3cccnc3)n2Cc2ccc(Cl)cc2)o1
  A: -3; B: 10; C: 0; D: x; E: -10; F: 1; G: -13; H: -14; I: 0.4; J: 6
O=C(CSc1nc2scc(-c3ccccc3)c2c(=O)[nH]1)NCCc1ccccc1
  A: 13; B: -14; C: 1; D: -2; E: 14; F: 6; G: -10; H: 11; I: -1.8; J: -10
CC(C)(C)CN1CCNC(=O)C1CC(=O)NCCc1ccccc1F (configuration not stated)
  A: -8; B: -13; C: -10; D: -2; E: 13; F: -2; G: -8; H: -10; I: -0.5; J: 1
O=C1CN(C(=O)CCN2CCOCC2)C(c2ccccc2)c2cc(Br)ccc2N1 (configuration not stated)
  A: -5; B: -12; C: x; D: -3; E: 12; F: 1; G: -4; H: 10; I: -0.7; J: 4
COC(=O)c1ccc(-n2cnc3ccccc32)nc1
  A: -14; B: -4; C: -3; D: 1; E: 4; F: -15; G: -8; H: 13; I: -1.7; J: x

# Among those listed so far, these have fluorine:
# Field names – A = dFosB act; B = SR-BI HDL uptake; C = NSD2 inh; D = CAL PDZ FP-1; E = SR-BI uptake up; F = MITF TRPM1 HTS; G = PvdQ acylase; H = PfHsp90 yeast 2; I = CAL PDZ FP-2; J = Rtt109 Vps75
O=C(N=C1SC2CS(=O)(=O)CC2N1c1ccc(F)cc1)C1CC1 (configuration not stated)
  A: -1; B: -13; C: 4; D: -5; E: 13; F: -2; G: -6; H: 17; I: -3.6; J: 3
CC(O/N=C(\N)c1ccccc1)C(=O)Nc1cccc(C(F)(F)F)c1 (configuration not stated)
  A: -4; B: -25; C: -1; D: -5; E: x; F: 4; G: -18; H: -11; I: -0.7; J: -7
CC1CN(c2ccc(C(F)(F)F)cc2[N+](=O)[O-])CCN1S(C)(=O)=O (configuration not stated)
  A: -2; B: -5; C: 2; D: 0; E: 5; F: -2; G: -3; H: -94; I: -1.8; J: -8
O=C(CSc1ccc(C(F)(F)F)cc1[N+](=O)[O-])NCCOc1ccccc1
  A: -7; B: -11; C: -1; D: -3; E: 11; F: 17; G: -5; H: 35; I: -2.5; J: -3
CC(C)(C)CN1CCNC(=O)C1CC(=O)NCCc1ccccc1F (configuration not stated)
  A: -8; B: -13; C: -10; D: -2; E: 13; F: -2; G: -8; H: -10; I: -0.5; J: 1
